Screening results deposited in PubChem by National Center for Advancing Translational Sciences (NCATS).
Tau ThT inhib = tau fibrillization inhibition (ThT binding) | P10636 | recombinant tau K18 P301L, heparin-induced fibrillization, ThT fluorescence | Potency, µM (titrated, usually from 57.4 µM), inactives show at the highest dose activity, negative = inhibition, actives largely listed as inhibitors | 270,000 tested, 2.1% active; also: % is scaled to controls: 0 for no effect and ±100 for the full control effect; nearly all actives have a fitted effect of over 55% in size
Target sequence (P10636 561-689 P618L limits assumed): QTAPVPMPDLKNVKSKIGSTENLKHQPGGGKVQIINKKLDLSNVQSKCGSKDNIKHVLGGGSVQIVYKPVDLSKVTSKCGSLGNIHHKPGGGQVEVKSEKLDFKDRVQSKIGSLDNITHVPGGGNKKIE
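Tau K18 P301L fragment (15 uM unlabeled plus 0.24 uM Alexa 594-labeled) in 100 mM sodium acetate pH 7 with compound, fibrillization induced by 20 uM heparin for 6 hr at 37 C. Thioflavin T (30 uM) added, fluorescence read after 1 hr (ex 450, em 510 nm).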
GLA spleen mod = alpha-galactosidase A (human) modulation | P06280 | human spleen homogenate, 4MU-alpha-Gal fluorescence, 40 min | Potency, µM (top dose mostly 80 µM), for the others: top-dose activity change, negative = inhibition, usual class: inhibitors | 240,000 tested, 0.008% active | AID 2107;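 also: 0% = enzyme with vehicle and -100% = no enzyme basal signal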
Target sequence (P06280 32-429 limits assumed): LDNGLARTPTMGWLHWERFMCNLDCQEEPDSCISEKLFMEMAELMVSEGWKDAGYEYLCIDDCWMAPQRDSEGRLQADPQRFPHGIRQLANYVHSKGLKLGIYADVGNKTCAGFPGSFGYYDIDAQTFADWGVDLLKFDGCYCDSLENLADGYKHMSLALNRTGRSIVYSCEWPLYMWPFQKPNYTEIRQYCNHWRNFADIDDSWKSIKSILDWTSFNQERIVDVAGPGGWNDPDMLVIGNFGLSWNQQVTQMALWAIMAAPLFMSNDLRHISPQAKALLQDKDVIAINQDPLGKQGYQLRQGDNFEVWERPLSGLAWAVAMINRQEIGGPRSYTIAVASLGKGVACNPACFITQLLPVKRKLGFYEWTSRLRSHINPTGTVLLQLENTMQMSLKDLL
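Fluorogenic readout (Ex 365/Em 440 nm) of 4-methylumbelliferone released from 1 mM 4-MU-alpha-galactoside by spleen homogenate, 40 min at 37C, pH 5.0. Data normalized to no-enzyme and enzyme controls; Hill-equation AC50 from compound titrations.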
Tau FP inhib = inhibitors of human tau fibril formation. 280,000 tested, 0.39% active. P10636. Potency, µM (doses to about 57.7 µM), inactives show top-dose activity, negative = inhibition, hits mostly inhibitors. K18 P301L tau heparin fibrillization, Alexa594 FP, 6 h; also: % is scaled to controls: 0 for no effect and ±100 for the full control effect; nearly all actives have a fitted effect of over 55% in size
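Recombinant K18 P301L […], labeled with Alexa 594 at 0.24 uM over 15 uM unlabeled; heparin inducer 20 uM final; 37 C, 6 hr; FP endpoint.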
Tau fluor cs = counter-screen for tau fibril formation inhibitors. 280,000 tested, 0.93% active. tau K18 P301L (four-repeat tau fragment) Alexa594 fluorescence, heparin fibrillization. Potency, µM (highest dose often 57.7 µM), for the others: at the top dose activity change, negative = decrease; also: % is scaled to controls: 0 for no effect and ±100 for the full control effect; nearly all actives have a fitted effect of over 55% in size
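Human K18 P301L tau (15 uM unlabeled plus 0.24 uM Alexa 594-labeled, final) in 100 mM sodium acetate pH 7 was mixed with compound and 20 uM heparin and incubated 6 hr at 37 C.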
GAA glycogen = alters human alpha-glucosidase cleavage of glycogen. P10253. recombinant GAA, glycogen substrate, Amplex Red glucose oxidase fluorescence. Potency, µM (series often up to 76.4 µM), for the others: at the top dose activity change, negative = inhibition, usual class: inhibitors. 300,000 tested, 0.38% active. AID 2100;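 also: 0% = full enzyme reaction and -100% = no-enzyme basal signal; the screen sought inhibitors and activators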
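Recombinant human enzyme (4 nM); glycogen substrate; 37 C, 40 min, pH 5.0. Readout: coupled glucose oxidase/Amplex Red fluorescence.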
GAA inh = blocks human lysosomal alpha-glucosidase; purified human GAA, 4-MU-alpha-glucoside fluorescence; 200,000 tested, 0.005% active; Potency, µM (doses to about 76.9 µM), inactives show top-dose activity change, negative = inhibition, actives largely listed as inhibitors;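 also: plate controls were uninhibited enzyme wells for no effect and no-enzyme background for full effect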
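qHTS format, compound range up to 77 uM. Human lysosomal enzyme at 4 nM, 400 uM 4-MU glucoside substrate, pH 5.0, 20 min room temperature; fluorescence after alkaline stop gives activity normalized to controls.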
GAA spleen mod = lysosomal alpha-glucosidase (human) modulation. human spleen homogenate, 4-MU-alpha-glucoside fluorescence. Potency, µM (top dose mostly 79.9 µM), inactives show at the top dose activity change, negative = inhibition, most hits filed as inhibitors. 240,000 tested, 0.006% active;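 also: 0% = enzyme with vehicle and -100% = no enzyme basal signal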
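Human spleen homogenate (1 ug) incubated with compounds and 1 mM 4-methylumbelliferyl-alpha-D-glucopyranoside in pH 5.0 citrate/phosphate buffer, 37 C, 40 min. Stopped at pH 10; 4-MU fluorescence (Ex 365/Em 440 nm); AC50 by Hill fit.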
HTT ATP protect = cytoprotection in Huntington HTT-Q103 PC12 cell model; 230,000 tested, 0.14% active; PC12 HTT-Q103 induced, cytoprotection, ATP luminescence, 40 h; Potency, µM (top dose mostly 56.4 µM), inactives show cytoprotection (ATP increase), most hits filed as activators;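 also: % of control where 0% means no effect; nearly all actives have a fitted effect of over 45% in size; toxic huntingtin expression switched on by the ecdysone agonist tebufenozide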
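Huntington model: PC12 line, ecdysone-inducible HTTQ103 exon1–GFP, tebufenozide 100 nM. Test articles in a dose series. Endpoint luminescence from cellular ATP.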
The depositor's hits bear a star; [ ] = remark or other dose. Calls follow the shape of the dose curve; as a rule, active = well fitted curve in the direction sought with a large enough effect; inconclusive = small, poorly fitted or top-dose-only effect, or another doubt; inactive = no such curve, though single readings can be large; an effect the other way counts as inactive or inconclusive. Potency is read from the fitted curve at half-maximal effect.

CCOC(=O)C1CCCN(Cc2nc(N)nc(Nc3ccc(C)cc3)n2)C1 (stereo not drawn) was read as Tau ThT inhib -7%, GLA spleen mod -3%, Tau FP inhib 6%, Tau fluor cs -1%, GAA glycogen -1%, GAA inh -5%, GAA spleen mod -9% and HTT ATP protect -13%.
For COc1ccc(C(=O)N2CC(c3ccccc3)CC2=O)cc1 (stereo not drawn) the results were Tau ThT inhib -13%, GLA spleen mod -3%, Tau FP inhib -15%, Tau fluor cs -9%, GAA glycogen -12%, GAA inh -11%[15.4 µM], GAA spleen mod 6% and HTT ATP protect -4%[10 µM].
Screening CC(C)NC(=O)N(O)C1N(C(C)C)C(=O)N(Cc2ccc3c(c2)OCO3)C1(C)C (stereo not drawn) returned Tau ThT inhib -8%, GLA spleen mod 5%, Tau FP inhib -15%, Tau fluor cs -17%, GAA glycogen -24%, GAA inh 4%[15.4 µM], GAA spleen mod 7% and HTT ATP protect -4%[10 µM].
For C/C=C/C1=Cc2ccccc2C(CC(=O)OC)N1C(=O)OC (stereo not drawn) the results were Tau ThT inhib 3%[11.5 µM], GLA spleen mod -8%[17.5 µM], Tau FP inhib 2%[11.6 µM], Tau fluor cs 2%[11.6 µM], GAA spleen mod 2%[17.4 µM] and HTT ATP protect -21%[10 µM].
S=C(NCc1ccco1)N1CCN(c2cccc(Cl)c2)CC1 was read as Tau ThT inhib inconclusive, GLA spleen mod -4%, Tau FP inhib -3%, Tau fluor cs inconclusive, GAA glycogen -10%, GAA inh -5%, GAA spleen mod -8% and HTT ATP protect -2%.
For Cn1c(Cc2ccc3c(c2)OCO3)nnc1SCC(=O)N1CCc2ccccc2C1 the results were Tau ThT inhib -2%, GLA spleen mod -2%, Tau FP inhib 5%, Tau fluor cs 4%, GAA glycogen -10%, GAA inh -16%, GAA spleen mod -2% and HTT ATP protect -11%[10 µM].
Screening CCOC(=O)/C(C#N)=C/Nc1ccccc1OC returned Tau ThT inhib -14%, GLA spleen mod 1%, Tau FP inhib -12%, Tau fluor cs -10%, GAA glycogen 2%, GAA inh 6%, GAA spleen mod 6% and HTT ATP protect -30%.
`CC(=O)Nc1ccc(S(=O)(=O)NC2(C(F)(F)F)NC(=O)N(C3CCCCC3)C2=O)cc1` (stereo not drawn) gave Tau ThT inhib -7%, GLA spleen mod 1%, Tau FP inhib -3%, Tau fluor cs -6%, GAA glycogen 5%, GAA inh -1%, GAA spleen mod -15% and HTT ATP protect -3%.
For CCCCn1c(=O)[nH]c(=O)c2c1nc(-c1ccccc1F)n2Cc1ccccc1 the results were Tau ThT inhib 0%, GLA spleen mod -4%, Tau FP inhib 2%, Tau fluor cs 5%, GAA glycogen -1%, GAA inh -7%, GAA spleen mod -2% and HTT ATP protect -165%[inhibitor].
For CCOC(=O)/C(=C\c1ccc(C)cc1)NC(=O)c1ccccc1 the results were Tau ThT inhib -8%, GLA spleen mod -4%, Tau FP inhib 0%, Tau fluor cs -6%, GAA glycogen 9%, GAA inh 15%, GAA spleen mod -4% and HTT ATP protect 5%[10 µM].
Cc1nn(Cc2c(Cl)cccc2Cl)c(C)c1C(=O)NCc1ccc(C)n1C was read as Tau ThT inhib inconclusive, GLA spleen mod -3%, Tau FP inhib -9%, Tau fluor cs -11%, GAA glycogen 28%, GAA inh -13%, GAA spleen mod 2% and HTT ATP protect 11%.
For COC(=O)c1nn(-c2ccc(OC)cc2)c(=O)cc1Sc1ccc(C)cc1 the results were Tau ThT inhib -18%, GLA spleen mod 1%, Tau FP inhib -8%, Tau fluor cs -15%, GAA glycogen -12%, GAA inh -3%, GAA spleen mod 0% and HTT ATP protect -21%[10 µM].
`COC(=O)Cn1c(CCS(=O)(=O)c2ccc(C)cc2)nc2ccccc21` gave Tau ThT inhib -15%, GLA spleen mod 3%, Tau FP inhib 0%, Tau fluor cs -5%, GAA glycogen -5%, GAA inh 1%, GAA spleen mod -3% and HTT ATP protect -18%[10 µM].
For CC1(C)Cc2nc3sc4c(SCC(=O)NCc5ccccc5)ncnc4c3cc2CO1 the results were Tau ThT inhib -12%, GLA spleen mod 4%, Tau FP inhib -9%, Tau fluor cs -13%, GAA glycogen 7%, GAA inh -8%, GAA spleen mod -1% and HTT ATP protect -119%[inhibitor].
`CCc1c(C)nc2c(Br)cccc2c1SCCC#N` gave Tau ThT inhib -1%, GLA spleen mod -4%, Tau FP inhib -1%, Tau fluor cs 3%, GAA glycogen 2%, GAA inh 3%, GAA spleen mod 7% and HTT ATP protect 27%[10 µM].
Cc1nc2ccccn2c1-c1ccnc(=S)[nH]1 was read as Tau ThT inhib inconclusive, GLA spleen mod 8%, Tau FP inhib inconclusive, Tau fluor cs -14%, GAA glycogen inconclusive, GAA inh -6%, GAA spleen mod 1% and HTT ATP protect -2%[10 µM].
Screening Cc1ccc(C)c(N2CCN(C(=O)c3cc4c(=O)oc5ccccc5c4s3)CC2)c1 returned Tau ThT inhib -4%, Tau FP inhib -4%, Tau fluor cs -13% and GAA glycogen -15%[76.3 µM].
Screening O=S(=O)(c1ccccc1)c1nc(-c2ccco2)oc1NCCN1CCOCC1 returned Tau ThT inhib inconclusive, GLA spleen mod 6%, Tau FP inhib -17%, Tau fluor cs inconclusive, GAA glycogen 26%, GAA inh -4%, GAA spleen mod -1% and HTT ATP protect -13%[10 µM].
`CC1(C)CC(NCc2ccccc2)CCO1` (stereo not drawn) gave Tau ThT inhib -4%, GLA spleen mod 4%, Tau FP inhib 3%, Tau fluor cs -8%, GAA glycogen 6%, GAA inh -2%[15.4 µM], GAA spleen mod -6% and HTT ATP protect -8%.
For CCOc1ccc(C(CCc2ccccc2)NC(=O)c2ccc(OC)c(OC)c2)cc1OCC (stereo not drawn) the results were Tau ThT inhib inconclusive, GLA spleen mod -2%, Tau FP inhib -4%, Tau fluor cs -16%, GAA glycogen -11%, GAA inh -10%, GAA spleen mod -3% and HTT ATP protect 0%.

Quoted at random: three records from the list
Screening Cc1ccc(C)c(N2CCN(C(=O)c3cc4c(=O)oc5ccccc5c4s3)CC2)c1 returned Tau ThT inhib -4%, Tau FP inhib -4%, Tau fluor cs -13% and GAA glycogen -15%[76.3 µM].
CCOC(=O)C1CCCN(Cc2nc(N)nc(Nc3ccc(C)cc3)n2)C1 (stereo not drawn) was read as Tau ThT inhib -7%, GLA spleen mod -3%, Tau FP inhib 6%, Tau fluor cs -1%, GAA glycogen -1%, GAA inh -5%, GAA spleen mod -9% and HTT ATP protect -13%.
For CC1(C)Cc2nc3sc4c(SCC(=O)NCc5ccccc5)ncnc4c3cc2CO1 the results were Tau ThT inhib -12%, GLA spleen mod 4%, Tau FP inhib -9%, Tau fluor cs -13%, GAA glycogen 7%, GAA inh -8%, GAA spleen mod -1% and HTT ATP protect -119%[inhibitor].

Continued.
For O=C(NNC(=O)c1nn(-c2ccc(F)cc2)ccc1=O)c1ccc(C(F)(F)F)cc1 the results were Tau ThT inhib -19%, GLA spleen mod 10%, Tau FP inhib 6%, Tau fluor cs -14%, GAA glycogen 3%, GAA inh -11%[15.4 µM], GAA spleen mod -2% and HTT ATP protect 23%[10 µM].
CCCCSc1nc2sc3c(c2c(=O)[nH]1)CCC3 was read as Tau ThT inhib -1%, GLA spleen mod 8%, Tau FP inhib -3%, Tau fluor cs -3%, GAA glycogen -5%, GAA inh -5%, GAA spleen mod 8% and HTT ATP protect -6%[10 µM].
`CNc1oc(-c2cccs2)nc1C#N` gave Tau ThT inhib -14%, GLA spleen mod inconclusive, Tau FP inhib -3%, Tau fluor cs -11%, GAA glycogen inconclusive, GAA inh inconclusive, GAA spleen mod 11% and HTT ATP protect 5%.
CSc1ccc(C(=O)/C=C/c2ccc(N)cc2)cc1 was read as Tau ThT inhib 16µM*, GLA spleen mod -7%, Tau FP inhib 2%, Tau fluor cs inconclusive, GAA glycogen -9%, GAA inh -7%, GAA spleen mod -3% and HTT ATP protect -7%[10 µM].
`COc1ccc(CNC(=O)c2ccc(C(C)(C)C)cc2)cc1` gave Tau ThT inhib 3%, GLA spleen mod -9%, Tau FP inhib 0%, Tau fluor cs -5%, GAA glycogen -3%, GAA inh -8%, GAA spleen mod -7% and HTT ATP protect 15%[10 µM].
Screening O=C(COc1cccnc1[N+](=O)[O-])Nc1ccc2c(c1)OC(F)(F)O2 returned Tau ThT inhib -4%, GLA spleen mod 2%, Tau FP inhib 5%, Tau fluor cs -11%, GAA glycogen 2%, GAA inh 4%, GAA spleen mod 0% and HTT ATP protect 15%[10 µM].
For Cn1c(=O)c2c(ncn2CC(=O)OCC(=O)Nc2cc(Cl)ccc2Cl)n(C)c1=O the results were Tau ThT inhib -5%, GLA spleen mod -6%, Tau FP inhib 5%, Tau fluor cs -1%, GAA glycogen 5%, GAA inh 0%, GAA spleen mod -3% and HTT ATP protect 8%[10 µM].
`CN1CCc2ccccc2C1C1CCNCC1` (stereo not drawn) gave Tau ThT inhib -3%, GLA spleen mod -1%, Tau FP inhib 1%, Tau fluor cs 4%, GAA glycogen -7%, GAA inh 3%, GAA spleen mod -3% and HTT ATP protect 5%[0.074 µM].
For CCOc1ccc(NC(=O)c2ccc3c(=O)n4c(nc3c2)CCCCC4)cc1 the results were Tau ThT inhib -14%, Tau FP inhib 4%, Tau fluor cs -13% and GAA glycogen -5%[76.3 µM].
O=C(O)CCC(=O)N1CCc2cc(S(=O)(=O)N3CCCCC3)ccc21 was read as Tau ThT inhib -3%, GLA spleen mod -4%, Tau FP inhib -11%, Tau fluor cs -7%, GAA glycogen 1%, GAA inh -12%, GAA spleen mod -17% and HTT ATP protect -2%.
Cn1cnnc1SCC(=O)c1cc2ccccc2o1 was read as Tau ThT inhib -13%, GLA spleen mod 4%, Tau FP inhib 3%, Tau fluor cs 5%, GAA glycogen -1%, GAA inh -3%, GAA spleen mod 7% and HTT ATP protect 7%[10 µM].
Screening CC(NC(=O)Nc1ccccn1)N1C(=O)C2C3C=CC(C3)C2C1=O (stereo not drawn) returned Tau ThT inhib 0%, GLA spleen mod 6%, Tau FP inhib 1%, Tau fluor cs 7%, GAA glycogen 6%, GAA inh 3%, GAA spleen mod 6% and HTT ATP protect inconclusive.
